# IMPase inh: IMPase inhibition in cells. CHO-M1 cells, IP1 accumulation, HTRF TR-FRET ratio. AID 901. inhibition (IP1 accumulation), % at 46.1 µM. P97697. 120,000 tested, under 10 active; active = well fitted curve in the direction sought with a large enough effect in the signal ratio, not every such curve was filed as active; inconclusive = small, poorly fitted or top-dose-only effect, or a change in a side signal; inactive = no such curve, though single readings can be large or run the other way; the % refers to the signal ratio;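 note: cells stimulated with carbachol in lithium chloride buffer; plate controls were DMSO basal wells for no effect and reference inhibitor wells for full effect; higher means more IMPase inhibition seen as more IP1 and lower FRET ratio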
# Target sequence (P97697 whole entry, looked up): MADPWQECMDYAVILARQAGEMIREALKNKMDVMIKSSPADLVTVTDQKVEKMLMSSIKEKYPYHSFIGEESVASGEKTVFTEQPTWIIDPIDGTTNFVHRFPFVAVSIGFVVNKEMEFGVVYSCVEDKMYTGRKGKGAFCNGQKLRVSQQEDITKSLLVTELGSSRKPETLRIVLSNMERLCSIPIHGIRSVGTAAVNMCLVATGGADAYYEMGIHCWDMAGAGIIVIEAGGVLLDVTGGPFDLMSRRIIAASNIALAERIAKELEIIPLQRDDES
#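 Measured: the HTRF emission ratio (665/620 nm) plus the 620 nm donor channel, each fitted to the Hill equation to give AC50. Cells were CHO-M1 given compounds up to 46 uM and a 30 min carbachol stimulation at 37C.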
# * = called active by the depositor; ? = inconclusive.
IMPase inh | SMILES
? | CC(C)(C)c1ccc(/C=C/C(=O)Nc2ccc(S(N)(=O)=O)cc2)cc1
9.7 | COc1ccc(CN(C(=O)c2ccccc2F)C2CCS(=O)(=O)C2)cc1 (centres undefined)
1.1 | COc1ccc(-c2cc(C(F)(F)F)nc(SCC(=O)NCC(C)C)n2)cc1OC
6.7 | CNS(=O)(=O)c1cc(-c2nnc(Nc3cc(C)ccc3C)c3ccccc23)ccc1C
-0.2 | COc1ccc(NC(=O)c2ccco2)cc1NC(=O)COc1ccc(Cl)c(C)c1
-2.7 | Cc1ccc(Nc2nc3ccc(C)cc3nc2-n2nc(C)cc2C)c(C)c1
10.0 | Cc1ccccc1Nc1c(-c2ccccc2)nc2cccc(C)n12
-3.0 | CC1=Nc2cc(C(=O)NC3CCCC3)ccc2Sc2ccc(C)cc21
1.2 | CCCCSc1nnc2c(n1)OC(C)N(C(C)=O)c1ccccc1-2 (centres undefined)
5.5 | CCCCCn1c(=N)c(S(=O)(=O)c2ccccc2)cc2c(=O)n3cccc(C)c3nc21
10.5 | Cc1ccc(/C=C/C(=O)Nc2ccc(S(N)(=O)=O)cc2)o1
-8.6 | COc1ccc(/C=C(/C#N)c2nc(-c3ccc(Br)cc3)cs2)cc1
-4.1 | CC(C)(C)c1ccc(C(=O)Nc2ccc(NC(=O)c3ccc(Cl)c(Cl)c3)cc2)cc1
1.4 | CCOC(=O)c1cnc2c(C)cc(C)cc2c1NCCN1CCOCC1
-4.6 | Cc1ccc(NC(=O)CC2Nc3cccc4cccc(c34)NC2=O)cc1 (centres undefined)
-12.5 | CC(C)CCNC(=O)c1cccc(Nc2nc3ccccc3n3nnnc23)c1
-0.7 | COc1ccc(NC(=O)CSc2nc3ccccc3nc2N2CCOCC2)c(OC)c1
2.3 | Cc1ccc(S(=O)(=O)Nc2ccc3c(c2)c(C(=O)OC(C)C)c(C)n3S(=O)(=O)c2ccc(C)cc2)cc1
-6.2 | Cc1ccc(Sc2c(C)nn(C(=O)COc3ccccc3Br)c2C)cc1
-0.6 | CCOC(=O)C1CCN(CCC(=O)Nc2ccccc2OC)CC1
4.8 | Cc1ccc(C)c(NC(=O)CSc2nc3ccccc3nc2N2CCOCC2)c1
? | COc1cc(Br)c(/C=C(\C#N)c2nc3ccccc3[nH]2)cc1OC
10.6 | Cc1ccc(OCCn2cc(C(=O)C3CCCCC3)c3ccccc32)cc1
-2.4 | Cc1ccc(C(C)C)c(OCC(O)CN2CCN(c3ccccc3F)CC2)c1 (centres undefined)
-6.4 | CC(C)CCOc1ccc(C(=O)Nc2sc3c(c2C#N)CCCCC3)cc1
1.4 | Cc1cccc(N2CCN(CCCNC(=O)c3nnc(Cc4c(F)cccc4Cl)o3)CC2C)c1 (centres undefined)
4.8 | CCC(C)NC(=O)Cn1c(=O)n(Cc2ccc(C(=O)NCCCOC)cc2)c(=O)c2ccccc21 (centres undefined)
4.3 | Cc1ccc(O)c(NC(=O)CCSc2nc(-c3ccco3)cc(C(F)(F)F)n2)c1
-15.2 | COc1ccc(C(=O)N2CCN(C(=O)COc3ccc(C)cc3)CC2)cc1OC
1.2 | Cc1cccc(NC(=O)CSc2nc3ccccc3nc2N2CCOCC2)c1C
3.0 | Cc1cccc(-c2nc3c(cnn3-c3ccccc3)c(=O)n2-c2ccc(Cl)cc2)c1
5.4 | O=C(CSc1nnc(-c2ccc(Cl)cc2)o1)N1CCc2ccccc21
2.2 | CCCSc1nnc2n(-c3cccc(C)c3)c(=O)c3c4c(sc3n12)CCCC4
9.9 | COc1ccc(-c2nnc(SCC(=O)N3CCC(C)CC3)o2)cc1
-5.7 | Cc1ccc(OCC(=O)Nc2cc3nn(-c4ccccc4)nc3cc2C)cc1
2.4 | COc1ccc(NC(=O)C2CCCN(S(=O)(=O)c3c(C)[nH]c(=O)[nH]c3=O)C2)c(OC)c1 (centres undefined)
7.0 | COc1cccc(NC(=O)CSc2nc3ccccc3nc2N2CCOCC2)c1
6.2 | Cn1c(=O)c2c(nc(NCc3ccccc3)n2Cc2ccc(Cl)c(Cl)c2)n(C)c1=O
-2.2 | COc1ccccc1N=C1SC(C(=O)Nc2ccccc2OC)CC(=O)N1C (centres undefined)
-9.0 | Cc1ccc(-c2nnc(Nc3cccc(Cl)c3)c3ccccc23)cc1S(=O)(=O)N1CCCCC1
-4.7 | Clc1ccccc1-c1nc(Nc2ccccc2)nc2ccc(Br)cc12
2.5 | COc1cc(C2C(C(=O)Nc3ccccc3)=C(C)Nc3nnnn32)cc(OC)c1OC (centres undefined)
-1.2 | COc1cc(C(=O)Nc2sc3c(c2C(N)=O)CCC(C)C3)cc(OC)c1OC (centres undefined)
4.4 | COc1cc(NC(=O)NCCN2CCN(c3ccccc3)CC2)cc(OC)c1OC
? | COc1ccc(-c2cc(C(F)(F)F)nc(SCC(=O)NCCc3ccc(OC)c(OC)c3)n2)cc1
5.5 | CCc1ccc(NS(=O)(=O)c2c(C)nc3sc(CC)nn3c2=O)cc1
-1.2 | Cc1ccc2oc(-c3cc(NC(=O)CC(C)C)ccc3Cl)nc2c1
-7.6 | CC1=C(C(=O)Nc2cccnc2)C(c2ccccc2)n2nc(-c3ccc(O)cc3)nc2N1 (centres undefined)
1.2 | CCn1c2ccccc2c2cc(CN3CCN(Cc4ccccc4F)CC3)ccc21
6.0 | Cc1cc(C)n(-c2nc3ccccc3nc2Nc2ccc(N(C)C)cc2)n1
7.6 | O=C1CC(c2c(F)cccc2Cl)c2c(ccc3ccccc23)N1 (centres undefined)
-5.5 | COc1ccc(-c2cc(C(F)(F)F)n3nc(C)c(-c4ccccc4)c3n2)cc1OC
? | Cc1ccccc1Nc1c(-c2ccc(N3CCOCC3)cc2)nc2ncccn12
-8.6 | COc1ccc(-c2c(C#N)c(SCC(=O)Nc3ccc(C)c(C)c3)nc(C)c2C(=O)Nc2ccc(Cl)cc2)cc1
5.8 | COc1ccc(OC)c(/C=C(/C#N)c2nc(-c3ccc(-c4ccccc4)cc3)cs2)c1
7.9 | Cc1cccc(N2CCN(c3c(CN4CCCC4)c(=O)oc4ccccc34)CC2)c1C
? | COC(=O)c1ccccc1NC(=O)Cn1c(=O)n(CCCC(=O)NCc2ccccc2Cl)c(=O)c2ccccc21
1.8 | COc1ccc(OC)c(NC(=O)Cn2cc(C(=O)c3cccs3)c3ccccc32)c1
-4.9 | CCOC(=O)c1cnc2c(Cl)cc(Cl)cc2c1Nc1ccccc1OC
-0.5 | CCCC(=O)N1c2ccccc2-c2nnc(SC)nc2OC1c1sccc1C (centres undefined)

# Next entries follow:
IMPase inh | SMILES
7.8 | CC(=O)c1c(C)oc2ccc(NS(=O)(=O)c3ccc(C(C)C)cc3)cc12
8.9 | CCOc1ccc(NC(=O)NCCN2CCN(c3ccccc3F)CC2)cc1
-6.9 | CC(=O)c1c(C)oc2c(Cl)cc(NS(=O)(=O)c3cc(C)c(C)cc3C)cc12
1.2 | Cn1c(=O)c2c(nc(NCc3ccccc3)n2Cc2ccccc2)n(C)c1=O
8.8 | CC(C)(C)c1ccc(C(=O)NC2(C(F)(F)F)NC(=O)N(CCc3ccccc3)C2=O)cc1 (centres undefined)
? | COc1cc(-c2oc3ccc(C)cc3c(=O)c2O)cc(OC)c1OC
? | CCc1ccc(C2CC(=O)c3c([nH]c(C(=O)OC4CCCCCC4)c3C)C2)cc1 (centres undefined)
7.2 | COc1ccccc1N1CCN(Cc2nnc(-c3ccccc3C)o2)CC1
10.3 | CCOc1ccccc1CN(CCc1ccc2c(c1)OCO2)Cc1cc(OC)c(OC)cc1OC
1.5 | COc1cc(C2Oc3nc(SC)nnc3-c3ccccc3N2C(C)=O)cc(Cl)c1OC (centres undefined)
4.3 | COc1ccc(NC(=O)COc2ccc(-c3nn(C)c(=O)c4ccccc34)cc2)cc1
-4.2 | CN(C(=O)Cn1c(=O)n(CCCS(=O)(=O)C2CCCCC2)c(=O)c2ccccc21)c1ccccc1
-2.5 | N#C/C(=C/c1ccc(Cl)cc1)c1nc(-c2ccc(Br)cc2)cs1
0.1 | CCCOc1ccc(-c2nn(-c3ccccc3)cc2C2NC(=O)NC(C)=C2C(=O)OC)cc1 (centres undefined)
-1.4 | COc1ccccc1C(=O)n1nc(-c2ccccc2)nc1NCc1ccc(Cl)cc1
3.8 | CC(C)c1ccc(Cc2cn3cc(-c4cc5ccccc5oc4=O)nc3s2)cc1
-8.2 | Cc1ccc(C)c(Nc2nc(-c3ccccc3)c3cc(Br)ccc3n2)c1
? | O=C(CCC1N=C2c3ccccc3N=C(SCc3ccc(F)cc3)N2C1=O)N1CCN(c2ccccc2)CC1 (centres undefined)
-0.3 | CCOc1ccc(S(=O)(=O)N(CC(=O)Nc2ccc(OC)c(Cl)c2)c2ccccc2)cc1
5.0 | O=C(NCc1ccccc1Cl)c1cc2ccccc2o1
1.8 | COc1ccc2oc(-c3ccc(NC(=O)c4ccc(Cl)cc4Cl)cc3)nc2c1
6.9 | COc1ccc(C(=O)COC(=O)c2cccc(NC(=O)c3ccc(OC)c(OC)c3)c2)cc1
-16.8 | Cc1ccc(N2CC(C(=O)Nc3ccc(Cl)cc3Cl)CC2=O)cc1 (centres undefined)
-1.9 | CCOC(=O)c1ccc(NC(=O)C(Cc2ccccc2)NS(=O)(=O)c2ccc(Br)s2)cc1 (centres undefined)
9.1 | Cc1ccc(S(=O)(=O)Nc2cc3c(cc2Cl)n(C)c(=O)c(=O)n3C)cc1
15.1 | COc1cccc(C2C(C(=O)Nc3ccccc3)=C(C)Nc3nc(-c4ccccc4)nn32)c1 (centres undefined)
6.5 | CCOC(=O)C1CCN(c2cc3c(cc2NC(=O)c2ccccc2Cl)n(C)c(=O)n3C)CC1
-1.0 | CCCCSc1nnc2n(-c3ccc(OC)cc3)c(=O)c3c4c(sc3n12)COC(C(C)C)C4 (centres undefined)
-3.7 | CCC(Sc1ncnc2sc3c(c12)CCCC3)C(=O)OCC(C)C (centres undefined)
6.9 | O=C(CN1CCN(Cc2ccccc2Cl)C1=O)NCCc1ccc(Cl)cc1
4.9 | Cc1c(O)nc(SCC(=O)Nc2ccc(Cl)cc2Cl)n(-c2ccc(F)cc2)c1=O
-2.2 | Cn1c(=O)n(C)c2cc(N3CCOCC3)c(NC(=O)c3c(F)cccc3F)cc21
4.8 | CC(C)c1ccc(NS(=O)(=O)c2ccc3nc(-c4ccccc4)[nH]c3c2)cc1
-0.4 | Cc1cc(Br)ccc1NC(=O)Cn1cc(S(=O)(=O)N2CCN(c3ccccc3F)CC2)c2ccccc2c1=O
-6.4 | O=C(O)c1cccc(NC(=O)c2cc3cc(Br)cc(Br)c3oc2=O)c1
4.5 | CCCCOc1ccc(-c2nn(-c3ccccc3)cc2C2NC(=O)NC(C)=C2C(=O)OCC)cc1 (centres undefined)
1.4 | CCn1c(NCc2ccc(OC)c(OC)c2)nc2ccccc21
6.1 | CCC1CCCCN1CC(=O)N1CCCc2c1c(=O)oc1ccc(OCc3ccccc3)cc21 (centres undefined)
-4.0 | CCOC(=O)N[C@H](Cc1c[nH]c2ccccc12)C(=O)Nc1cccc(Cl)c1
3.4 | CCOc1ccc(C(=O)Nc2cc(-c3nc4ccccc4o3)ccc2C)cc1Cl
-16.6 | CC(=O)Nc1ccc(-n2c(CCC(=O)O)ccc2-c2ccc(Br)cc2)cc1
-4.5 | CC(C)(C)c1ccc(S(=O)(=O)Nc2ccc(O)c(Sc3nc4ccccc4s3)c2)cc1
4.4 | COc1cc(Cn2c(=O)oc3ccc(C)cc32)ccc1OCCC(C)C
-9.6 | CCOC(=O)c1ccc(NC(=O)C2CC(=O)N(c3ccc(C(C)C)cc3)C2)cc1 (centres undefined)
-3.7 | CCOc1ccc(CN2CCN(c3ncnc4sc5c(c34)CC(C)CC5)CC2)cc1 (centres undefined)
-1.4 | Cc1nc(N2C(=O)c3oc4ccccc4c(=O)c3C2c2ccccc2F)sc1C (centres undefined)
-7.0 | Cc1cccc(-c2nc3cc(NC(=O)c4ccc(OCC(C)C)cc4)ccc3o2)c1
4.9 | COc1ccc(-c2oc3ncn4nc(-c5cccc(C)c5)nc4c3c2-c2ccc(OC)cc2)cc1
-2.0 | CCOc1ccc(C2CC(=O)n3nc(-c4ccc(C)cc4)nc3S2)cc1OC (centres undefined)
4.3 | COc1ccccc1N1CCN(C(=O)CCS(=O)(=O)c2cc(Br)cc3c2N(C(=O)C2CC2)CC3)CC1
-3.2 | CCOC(=O)c1c(NC(=O)c2cc(OCC)c(OCC)c(OCC)c2)sc2c1CCCCC2
? | CC(C)c1ccc(C2N=C(N)Nc3nc4ccccc4n32)cc1 (centres undefined)
11.8 | COc1ccc(-c2noc(CCC(=O)NCc3ccc(OC)cc3OC)n2)cc1

# Of the compounds above, 2 have a COOH group.
IMPase inh | SMILES
-6.4 | O=C(O)c1cccc(NC(=O)c2cc3cc(Br)cc(Br)c3oc2=O)c1
-16.6 | CC(=O)Nc1ccc(-n2c(CCC(=O)O)ccc2-c2ccc(Br)cc2)cc1

# Part of the list above, bar-delimited:
structure | IMPase inh
CCOc1ccc(C(=O)Nc2cc(-c3nc4ccccc4o3)ccc2C)cc1Cl | 3.4
CCOc1ccc(C2CC(=O)n3nc(-c4ccc(C)cc4)nc3S2)cc1OC (centres undefined) | -2.0
Cc1cccc(-c2nc3cc(NC(=O)c4ccc(OCC(C)C)cc4)ccc3o2)c1 | -7.0
Cn1c(=O)n(C)c2cc(N3CCOCC3)c(NC(=O)c3c(F)cccc3F)cc21 | -2.2
CC(C)c1ccc(C2N=C(N)Nc3nc4ccccc4n32)cc1 (centres undefined) | ?
Cc1c(O)nc(SCC(=O)Nc2ccc(Cl)cc2Cl)n(-c2ccc(F)cc2)c1=O | 4.9
CC(C)(C)c1ccc(S(=O)(=O)Nc2ccc(O)c(Sc3nc4ccccc4s3)c2)cc1 | -4.5

# Some of these compounds in order of the IMPase inh value, ascending:
IMPase inh | SMILES
-9.6 | CCOC(=O)c1ccc(NC(=O)C2CC(=O)N(c3ccc(C(C)C)cc3)C2)cc1 (centres undefined)
-3.2 | CCOC(=O)c1c(NC(=O)c2cc(OCC)c(OCC)c(OCC)c2)sc2c1CCCCC2
-2.0 | CCOc1ccc(C2CC(=O)n3nc(-c4ccc(C)cc4)nc3S2)cc1OC (centres undefined)

# Screening data from PubChem.

# Some of the compounds tested (hit frequency here may not be typical).
